# PGC1a acetyl inh: inhibitors of PGC1a acetylation signal, primary screen, cell-based, U2OS, AlphaScreen, inhibitor mode; AlphaScreen anti-acetyl-lysine; with virally co-expressed GCN5 acetyltransferase; inhibition, % at 15.6 µM; 350,000 compounds, 0.17% hits;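 active = every replicate shows inhibition of at least 40%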;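 also: 0% = neutral control wells and 100% = positive control wells; some results beyond the cut were filed as inactive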
# CASP6 VEID inh: human caspase-6 inhibitors, primary screen, biochemical, VEID-R110 fluorescence, single point, set 2; P55212; purified caspase-6, Z-VEID-R110 cleavage fluorescence; inhibition, % at 12.5 µM; 350,000 compounds, 0.53% hits; AID 686996, 2013;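 active = mean inhibition across replicates at least about 35%, with every replicate also reaching that limit, limit read from the data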;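 also: 0% = median of neutral control wells and 100% = no fluorescence left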
# Target sequence (P55212 24-179 limits assumed): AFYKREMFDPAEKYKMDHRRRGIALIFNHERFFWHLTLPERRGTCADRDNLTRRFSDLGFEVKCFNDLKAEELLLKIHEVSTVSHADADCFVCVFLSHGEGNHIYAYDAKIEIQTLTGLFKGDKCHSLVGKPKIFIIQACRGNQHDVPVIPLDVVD
# Target sequence (P55212 194-293 limits assumed): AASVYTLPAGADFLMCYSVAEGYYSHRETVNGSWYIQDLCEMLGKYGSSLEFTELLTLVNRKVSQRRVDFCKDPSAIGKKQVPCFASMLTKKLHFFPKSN
# LGR2 antag: inhibitors of bursicon-induced LGR2 CRE-luciferase signal, primary screen, cell-based, HEK293, CRE-luciferase reporter, bursicon stimulation; bursicon-stimulated, 4 h; AID 720647, 2013; Drosophila bursicon receptor LGR2 (rickets); inhibition, % at 9.99 µM; 380,000 compounds, 0.35% hits;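 active = drop in luminescence signal, shown as inhibition above about 50% in the replicate tests, limit read from the data, passing the limit was not always enough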;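 also: agonist challenge used bursicon conditioned medium at about half maximal strength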
# FN deposition inh: inhibitors of fibronectin matrix deposition, primary screen, AH1F cells, Alexa488-fibronectin fluorescence, plate reader; AH1F fibroblasts, overnight; inhibition, % at 12.6 µM; 350,000 compounds, 0.086% hits; AID 743247, 2014;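 active = mean inhibition across replicates of 30% or more, regardless of how many single replicates reach that level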;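 also: positive control wells lacked labelled fibronectin entirely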
#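 Measured by – fluorescence 485/525 nm · System – AH1F fibroblast monolayer, labelled fibronectin deposition · Amount – 10000 cells per well · Buffer or medium – serum-reduced DMEM (2% serum) · Doses – single dose, pinned · Also added – fluorescent fibronectin at 24 nM final · Schedule – 1 h cell attachment, overnight exposure to compound and label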
# PAX8 reporter: inhibitors of PAX8-driven TPO luciferase reporter, primary screen, RMG-I cells, single concentration | SteadyGlo, 24 h | inhibition, % at 12.6 µM | 360,000 compounds, 1.2% hits;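 active = mean replicate inhibition at least 60% with every replicate also reaching 60%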;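 also: luciferase light reporting Pax8 driven TPO promoter activity; plate controls were median of neutral control wells for no effect and mitoxantrone controls for full effect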
# Cneo AK release: Cryptococcus neoformans cell lysis inducers, primary screen, AK release luminescence, single concentration; AID 651654, 2012; lysis activity, % at 15 µM; C. neoformans lysis, adenylate kinase release luminescence, 4 h; normalised: neutral wells 0, clomiphene wells 100; 360,000 compounds, 0.2% hits;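 active = mean lysis activity across replicates of at least 80%, whatever share of replicates individually reach that level; inactive = mean lysis activity below 80%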
#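 Signal: Adenylate kinase release luminescence | Assay system: Log-phase Cryptococcus neoformans yeast cells | Input: Cells at 5 × 10^6 per mL | Buffer or medium: Fresh YPD growth medium | Compound: Single dose | Schedule: Static 4 h at 37 °C with compound, 1 h detection | Controls: Clomiphene | Read-out: Luminescence rise reflecting yeast cell lysis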
# EWS-Fli block: EWS/Fli-driven NR0B1 reporter inhibitors, primary screen, A673 cells, NR0B1 luciferase, luminescence, MLPCN library; viability-normalised; inhibition, % at 12.6 µM; 350,000 compounds, 0.67% hits;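 active = mean inhibition of at least 50% after viability correction, with every replicate also passing that limit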;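 also: firefly luciferase signal divided by Alamar Blue viability fluorescence both relative to DMSO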
# miR122 inh: miR-122 Renilla sensor signal increase in Huh7, primary screen, miR-122 inhibitor project, cell-based, single point, plate reader; Huh7 miR-122 Renilla luciferase sensor, 48 h; neutral wells = 0, positive control = 100; 340,000 compounds, 0.3% hits; activation (reporter increase), % at 12.5 µM;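 active = mean replicate activation score at least 90 and every replicate individually at or above 90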;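 also: higher luciferase means less miR-122 activity so hits act as miR-122 inhibitors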
# * hit, by the source's call; . = not tested or not shown; [ ] = dose if it differs, or a comment.
SMILES,PGC1a acetyl inh,CASP6 VEID inh,LGR2 antag,FN deposition inh,PAX8 reporter,Cneo AK release,EWS-Fli block,miR122 inh
CC1CC(C)(C)NC(=S)N1CCCC(=O)Nc1ccc2c(c1)OCCO2 (configuration not stated),-4.2,-4.7,-66.6,7.5,2.6,-2.9,-47.3,3.7
O=C(COC(=O)c1cccc(Cl)c1)Nc1cccc(S(=O)(=O)NC2=NCCC2)c1,11.0,1.1,6.8,-12.7,-18.2,-2.0,-3.7,-0.6
Cc1cccc(C)c1NC(=O)CN(C)CCc1ccccc1,4.0,1.2,-15.6,-6.4,1.6,-4.8,2.0,4.7
CCOc1ccc2c(c1)c1nnc(SCC(=O)N3CCCCC3C)nc1n2C (configuration not stated),-1.4,.,.,5.0,1.5,3.2,.,-3.2
O=C(O)c1ccc(S(=O)(=O)N2CCSCC2)cc1,.,-2.2,-4.1,3.6,3.9,0.8,1.9,.
CCCC#Cc1ccc([C@H]2[C@@H](CO)N3CCCCN(CC4CCOCC4)C[C@@H]23)cc1,-8.2,-1.2,-7.8,.,4.6,-7.6,10.3,8.1[16.7 µM]
CCOC(=O)C1=C(c2ccccc2)OC(N)=C(C#N)C1c1ccco1 (configuration not stated),1.9,.,.,-9.0,.,3.3,.,1.4
CCN(CC)CCNC(=O)c1cc2cc3ccc(OC)cc3nc2o1,9.9,-4.4,-16.0,2.8,-39.8,-0.5,-3.6,-1.5
Cn1cc(S(=O)(=O)N2CCOCC2)cc1C(=O)Nc1cccc(Cl)c1,-5.5,0.2,19.6,-4.4,2.2,0.3,20.3,-6.2
O=C(CSc1nc2ccc(Cl)cc2[nH]1)NC1CCCc2ccccc21 (configuration not stated),.,0.4,-17.6,-4.5,4.1,.,-12.4,.
C=CCOC(=O)Cn1cnc2c(sc3nc(C)cc(C)c32)c1=O,9.7,-6.4,-37.5,1.7,-109.4,2.6,2.8,-5.7
O=C(c1ccncc1)N1CC(=O)N2[C@H](CO)[C@@H](c3ccc(-c4ccccc4F)cc3)[C@H]2C1,-5.8,1.8,9.5,.,18.4,.,-11.3,.
CCCCOc1c(Br)cc(CNCCCN2CCOCC2)cc1OC,-14.6,-25.6,-0.9,2.9,24.7,-1.1,20.7,-0.1
CO[C@H]1CN(C)C(=O)c2ccc(NC(C)=O)cc2OC[C@@H](C)N(Cc2cc(F)ccc2F)C[C@@H]1C,2.2,-0.9,1.0,-20.3,.,0.4,4.1,-6.7[16.7 µM]
Cc1ccc(S(=O)(=O)N(C)C[C@H]2Oc3ccc(NC(=O)Cc4cn(C)c5ccccc45)cc3CC(=O)N([C@@H](C)CO)C[C@H]2C)cc1,-21.6,2.7,-3.8,.,2.8,-2.4,-12.1,3.1[16.7 µM]
O=C(O)COc1ccc(-c2nccc(-c3ccccn3)n2)cc1,-3.2,-0.8,-20.0,5.9,-2.3,.,53.2*,-2.7
Cc1ccc(O)c(C(CC(=O)NC(C)C)c2ccccc2)c1 (configuration not stated),.,4.7,12.0,0.8,-1.3,-0.6,5.9,-5.3
COCC#Cc1ccc2c(c1)O[C@H](CN(C)C(=O)c1ccccc1F)[C@@H](C)CN([C@@H](C)CO)S2(=O)=O,1.7,-1.3,-2.1,-0.9,3.5,70.2,-9.4,47.1[16.7 µM]
O=C(Nc1cccc2ncccc12)c1ccc([N+](=O)[O-])o1,.,3.4,0.6,-1.7,43.7,-1.4,40.3,.
COc1ccc(OC)c(NC(=O)Cn2cc(C#N)c3ccccc32)c1,-12.4,.,-4.2,-2.8,.,-2.5,.,0.5
Cn1cc(/C=N/NC(=O)c2ccc(C#N)cc2F)c2ccccc21,20.8,-1.2,-28.5,15.0,6.5,.,-13.4,5.6
COc1cc2cc(CCOC(=O)c3ccc(C#N)cc3)oc(=O)c2cc1OC,-0.4,0.6,-4.2,-15.7,-7.9,-0.2,-5.4,-9.8
Cc1ccc(S(=O)(=O)NCC(=O)OCC(=O)N2CC(C)OC(C)C2)cc1 (configuration not stated),8.6,2.6,0.2,3.2,-7.2,1.4,1.8,-3.0
CSc1ccccc1OCc1cc(C(=O)NC(C)Cn2cncn2)no1 (configuration not stated),2.5,1.1,-14.3,-0.9,-36.5,0.2,-19.7,-1.6
COc1ccc(S(=O)(=O)NNC(=O)c2cc3cc4ccccc4nc3s2)cc1,-8.7,.,.,.,-17.9,-4.1,.,-2.3
C[C@@H]1CCCCO[C@@H](CN(C)Cc2ccccc2)[C@H](C)CN([C@H](C)CO)C(=O)c2cc(NC(=O)Nc3ccccc3)ccc2O1,-15.1,-0.7,9.3,-0.8,2.7,2.4,11.9,-2.4[16.7 µM]
C[C@@H]1CCCCO[C@H](CN(C)C(=O)Nc2ccc(C(F)(F)F)cc2)[C@H](C)CN([C@H](C)CO)C(=O)c2cc(NC(=O)C3CCCCC3)ccc2O1,-13.3,0.2,9.8,.,-36.9,-0.5,7.2,-1.3[16.7 µM]
CC1CCN(CC(=O)c2cccs2)CC1,6.2,2.0,-26.3,.,-23.4,.,-18.2,.
O=C(CN1CCN(Cc2ccccc2)CC1)Nc1ccc(Cl)cc1,1.1,1.1,15.6,-6.3,-12.9,0.7,14.2,.
CCS(=O)(=O)N1CCN(c2ccc(S(=O)(=O)N3CCOCC3)cc2)CC1,.,-1.1,-18.5,.,-2.0,0.4,4.4,-8.3
O=C(Oc1cccc(Nc2ncnc3ccccc23)c1)c1ccccc1Cl,-10.4,.,.,3.3,-12.4,-6.3,.,7.7
O=C(CSc1nc2cccc(F)c2c(=O)n1-c1ccccc1)Nc1ccc2c(c1)CCC2,-16.6,-4.8,8.0,5.0,10.3,0.1,9.6,-1.1
O=C(O)c1ccc(Nc2nc(-c3cccnc3)cs2)cc1O,-9.8,3.6,5.1,0.4,7.1,-6.0,6.8,4.0
CC(C)(C)NS(=O)(=O)c1ccc(CCC(=O)NCc2ccco2)cc1,-2.2,.,.,-21.5,.,-7.0,.,-4.7
O=[N+]([O-])c1ccc(-c2cn3c(n2)CCC3)cc1,10.5,1.6,-45.4,1.5,-133.2,-4.1,-73.6,.
CCCCC(=O)NCCc1ccc(OC)cc1,0.3,.,.,4.9,-49.1,16.7,.,-4.8
Cc1onc(-c2ccccc2)c1C(=O)Nc1ccc(S(=O)(=O)N2CCCCC2)cc1,-10.4,0.4,19.9,-0.6,23.0,-2.2,7.8,1.8
O=C(Nc1nccs1)c1ccc(Br)cc1,15.2,-1.1,-80.2,-1.5,-80.1,-1.1,-112.7,-10.4
Cc1noc(C)c1NC(=O)Nc1ccc2c(c1)C(=O)N([C@H](C)CO)C[C@H](C)[C@@H](CN(C)C(=O)Nc1ccc3c(c1)OCO3)OCCCC[C@H](C)O2,-5.1,-1.3,3.4,1.1,.,-2.5,-2.7,2.5[16.7 µM]
Cc1cc(O)ccc1-c1cc(C(=O)NCc2ccc(F)cc2)[nH]n1,-11.0,3.4,-9.6,3.0,0.9,1.3,-2.0,1.7
COc1ccc(OC)c(NC(=O)C(=O)NNC(=O)c2cccs2)c1,.,0.5,-4.0,.,9.9,.,-1.8,.
C[C@H]1CN([C@@H](C)CO)S(=O)(=O)c2ccc(-c3ccncc3)cc2O[C@H]1CN(C)S(=O)(=O)c1ccccc1F,8.1,0.8,-17.4,3.5,-28.8,2.9,0.3,-18.7[16.7 µM]
Nc1nsc2ccccc12,-43.9,1.0,18.3,.,.,-1.9,42.4,3.6
O=c1nc2ccccn2c2ccc(S(=O)(=O)N3CCCCC3)cc12,5.9,14.2,10.8,4.6,-14.9,-1.8,-4.1,1.5
CC(C)c1nnc(NC(=O)c2nc(S(=O)(=O)Cc3ccccc3)ncc2Cl)s1,.,5.5,6.7,8.3,16.7,-0.1,63.7*,16.5

# Overlap with the part before: three entries; new compounds follow.
SMILES,PGC1a acetyl inh,CASP6 VEID inh,LGR2 antag,FN deposition inh,PAX8 reporter,Cneo AK release,EWS-Fli block,miR122 inh
Nc1nsc2ccccc12,-43.9,1.0,18.3,.,.,-1.9,42.4,3.6
O=c1nc2ccccn2c2ccc(S(=O)(=O)N3CCCCC3)cc12,5.9,14.2,10.8,4.6,-14.9,-1.8,-4.1,1.5
CC(C)c1nnc(NC(=O)c2nc(S(=O)(=O)Cc3ccccc3)ncc2Cl)s1,.,5.5,6.7,8.3,16.7,-0.1,63.7*,16.5
N#Cc1c[nH]n2c(=O)c3c(nc12)CCC3,.,3.6,.,3.3,-21.6,.,4.7,.
CC(C)N(CCc1ccncc1)C(=O)Nc1ccc(Cl)c(Cl)c1,-12.5,-0.3,-1.3,6.3,-0.3,-3.1,-0.9,-0.9
CC1CC(C)CN(C(=O)C(Cc2ccccc2)NC(=O)c2ccccc2)C1 (configuration not stated),.,-137.0,-8.7,-0.8,0.6,.,0.9,.
Cc1ccc(CO/N=C/c2c(O)cc(C)oc2=O)cc1,5.6,0.3,14.5,-2.5,-10.9,.,10.4,-2.5
NC1=NC(=Nc2ccc(Cl)cc2)c2ccccc21,-1.8,-2.0,-17.1,3.8,-9.4,0.4,0.9,-2.2
C[C@H]1CN([C@@H](C)CO)C(=O)c2cc(-c3ccc(F)cc3)cnc2O[C@H]1CN(C)CC1CCCC1,-4.4,-0.6,14.2,-13.2,.,3.8,0.1,53.6[16.7 µM]
Cc1ccc(S(=O)(=O)N(C)C[C@H]2OCCCC[C@H](C)Oc3ccc(NS(C)(=O)=O)cc3C(=O)N([C@H](C)CO)C[C@@H]2C)cc1,7.6,2.2,-3.2,-7.1,-10.8,1.3,-13.0,7.2[16.7 µM]
COC(=O)C[C@H]1CC[C@@H]2[C@H](COc3ccc(NC(=O)c4cccc(Cl)c4)cc3C(=O)N2C)O1,.,4.7,19.7,10.2,-12.4,-0.1,34.1,.
CC(=O)Nc1ccc(CN(C)c2c(C)nc3ccc(C(=O)N4CCN(C(C)=O)CC4)cn23)cc1,5.5,-12.1,-8.6,-10.2,9.8,-0.6,2.1,-0.2
C[C@H](CO)N1C[C@H](C)[C@@H](CN(C)C(=O)[C@H](C)c2ccccc2)OCc2ccccc2-c2c(n(C)c3ccccc23)C1=O,.,0.7,2.2,-1.3,9.4,.,10.9,.
COc1cc(C(=O)OCC(C)=O)c([N+](=O)[O-])cc1OC,-8.9,1.8,-4.9,-1.9,5.8,-4.5,-5.2,-3.3
O=C(CN1C(=O)S/C(=C\c2cccs2)C1=O)Nc1ccc(O)cc1C(=O)O,.,-2.0,33.6,10.1,4.6,-0.1,.,.
C[C@@H]1CN([C@@H](C)CO)C(=O)c2c(c3ccccc3n2C)-c2ccccc2CO[C@H]1CN(C)CC1CC1,-23.3,-0.6,3.0,-0.4,.,1.2,-5.3,.

# A different layout for part of the listing above.
> Cc1ccc(O)c(C(CC(=O)NC(C)C)c2ccccc2)c1 (configuration not stated)
- PGC1a acetyl inh: .
- CASP6 VEID inh: 4.7
- LGR2 antag: 12.0
- FN deposition inh: 0.8
- PAX8 reporter: -1.3
- Cneo AK release: -0.6
- EWS-Fli block: 5.9
- miR122 inh: -5.3

> O=C(c1ccncc1)N1CC(=O)N2[C@H](CO)[C@@H](c3ccc(-c4ccccc4F)cc3)[C@H]2C1
- PGC1a acetyl inh: -5.8
- CASP6 VEID inh: 1.8
- LGR2 antag: 9.5
- FN deposition inh: .
- PAX8 reporter: 18.4
- Cneo AK release: .
- EWS-Fli block: -11.3
- miR122 inh: .
